# Source: PubChem BioAssay
# SR-BI DiI-HDL act: SR-BI HDL lipid transfer activation; CHO ldlA[mSR-BI] cells, DiI-HDL uptake fluorescence, 3 h; 100 = double the neutral-control signal; activation, % at 12.5 µM; hit rate 0.096% among 320,000;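 active = mean replicate activation of at least 60% and every replicate at or above 60%; inconclusive = mean or all-replicate condition met, but not both; inactive = mean below 60% and not all replicates reaching 60%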;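 also: 0% = median plate neutral-control signal and 100% = twice that signal; values of inactives mirror those of a sister screen read the other way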
#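 Test system: SR-BI-overexpressing, LDLR-lacking CHO cells. Measured by: DiI fluorescence, bottom read. Medium: Ham's F12 with 0.5% BSA, HEPES 25 mM, pH 7.4. Timing: 3 h uptake period with compound, 37 °C.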
# MITF TRPM1 HTS: MITF TRPM1 promoter activation in melanoma cells | AID 588334 | SK-MEL-5 TRPM1-promoter luciferase, 24 h; % of positive control, neutral wells = 0 | activation, % at 12.5 µM | hit rate 0.75% among 300,000;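 active = mean activation of at least 80% with every replicate also reaching 80%; inconclusive = mean reaches 80% but some replicate falls short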;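 also: 0% = neutral control wells and 100% = parthenolide positive control wells; values of inactives mirror those of a sister screen read the other way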
# PfHsp90 yeast 2: inhibits growth of yeast expressing Plasmodium falciparum Hsp90; S. cerevisiae expressing PfHsp90, BacTiter-Glo ATP, 48 h; yeast lacking PDR1 and PDR3 efflux regulators; inhibition, % at 9.4 µM; hit rate 0.32% among 310,000; AID 504621;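 active = every replicate shows inhibition above about 80%, whatever the replicate mean, limit read from the data; inconclusive = mean inhibition reaches the set limit but some replicate falls short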;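 also: 0% = DMSO neutral controls and 100% = 20 µM radicicol positive controls; yeast relying on Plasmodium falciparum Hsp90 in place of its own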
# CAL PDZ FP-1: inhibitors of human CAL PDZ peptide binding | purified CAL PDZ, TMR-peptide fluorescence polarization, 1 h | inhibition, % at 20 µM | hit rate 0.02% among 330,000 | AID 504414;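 active = highest replicate inhibition of at least 40%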;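 also: plate controls were DMSO neutral control wells for no effect and unlabeled competitor peptide control wells for full effect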
#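 System: tagged CAL PDZ domain. Schedule: 1 h room-temperature incubation prior to read. Signal: fluorescence polarization (mP). Measure: percent inhibition from loss of millipolarization.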
# PvdQ acylase: P. aeruginosa PvdQ acylase inhibition. hit rate 0.063% among 340,000. AID 488965. purified PvdQ acylase, fluorescence plate reader. inhibition, % at 10 µM; in the data active = inhibition above about 30%, passing the limit was not always enough; inconclusive = no clear call, values can overlap the other calls;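 also: 0% = vehicle neutral wells and 100% = reference inhibitor wells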
# CAL PDZ FP-2: blocks peptide binding to the human CAL PDZ domain. Q9HD26. purified CAL PDZ, TMR-peptide fluorescence polarization, 1 h. inhibition, % at 24.9 µM. hit rate 0.92% among 300,000. AID 602252;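 active = mean inhibition of at least 30% with at least half of replicates also reaching 30%; inconclusive = no clear call, values can overlap the other calls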;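 also: 0% = DMSO neutral control and 100% = excess unlabeled competitor peptide PRC23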
# dFosB activator: enhances mouse delta FosB homodimer DNA binding; hit rate 0.99% among 340,000; AID 493131; P13346; activation, % at 25 µM; purified delta FosB, TAMRA-CDK5 oligo fluorescence polarization; percent of positive-control signal above neutral wells;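 active = mean activation above about 17%, with every replicate also reaching it, limit read from the data, passing the limit was not always enough; inconclusive = only one of the two conditions met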;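 also: fluorescence polarization rise as delta FosB binds a TAMRA Cdk5 AP-1 oligo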
# Rtt109 Vps75: C. albicans Rtt109 histone acetyltransferase inhibition. inhibition, % at 34.9 µM. Q5AAJ8. purified Rtt109/Vps75, ThioGlo CoA-SH fluorescence, 4 h. AID 540336. hit rate 0.16% among 330,000;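 active = inhibition of at least 50% in every replicate; inconclusive = best replicate reaches 50% inhibition but some replicates fall short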
# Target sequence (Q5AAJ8 whole entry, looked up): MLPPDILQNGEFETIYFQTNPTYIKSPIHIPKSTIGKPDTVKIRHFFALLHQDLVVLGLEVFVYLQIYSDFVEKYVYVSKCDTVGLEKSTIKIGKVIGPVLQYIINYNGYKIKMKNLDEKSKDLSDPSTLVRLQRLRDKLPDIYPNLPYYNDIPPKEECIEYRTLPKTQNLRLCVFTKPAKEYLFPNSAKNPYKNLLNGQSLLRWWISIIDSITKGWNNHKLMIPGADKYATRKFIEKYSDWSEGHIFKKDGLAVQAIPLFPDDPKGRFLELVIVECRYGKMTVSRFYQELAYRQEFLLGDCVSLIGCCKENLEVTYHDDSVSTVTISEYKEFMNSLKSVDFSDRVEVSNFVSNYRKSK
# NSD2 HMT inh: inhibitors of human histone methyltransferase NSD2; O96028; NSD2 peptide methylation, AlphaScreen, 120 min; inhibition, % at 12.5 µM; hit rate 0.54% among 310,000; in the data active = inhibition above about 50%
# SR-BI HDL uptake: inhibitors of mouse SR-BI mediated HDL lipid uptake. inhibition, % at 12.5 µM. ldlA[mSR-BI] CHO cells, DiI-HDL uptake fluorescence, 3 h. hit rate 0.96% among 320,000. Q61009. AID 488896;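 active = mean replicate inhibition of at least 70% and a set share of replicates each scoring 70 or more; inconclusive = meets just one of the two criteria; inactive = fails both criteria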;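 also: 0% = median of neutral control wells and 100% = median of positive control wells; values of inactives mirror those of a sister screen read the other way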
# Target sequence (Q61009 whole entry, looked up): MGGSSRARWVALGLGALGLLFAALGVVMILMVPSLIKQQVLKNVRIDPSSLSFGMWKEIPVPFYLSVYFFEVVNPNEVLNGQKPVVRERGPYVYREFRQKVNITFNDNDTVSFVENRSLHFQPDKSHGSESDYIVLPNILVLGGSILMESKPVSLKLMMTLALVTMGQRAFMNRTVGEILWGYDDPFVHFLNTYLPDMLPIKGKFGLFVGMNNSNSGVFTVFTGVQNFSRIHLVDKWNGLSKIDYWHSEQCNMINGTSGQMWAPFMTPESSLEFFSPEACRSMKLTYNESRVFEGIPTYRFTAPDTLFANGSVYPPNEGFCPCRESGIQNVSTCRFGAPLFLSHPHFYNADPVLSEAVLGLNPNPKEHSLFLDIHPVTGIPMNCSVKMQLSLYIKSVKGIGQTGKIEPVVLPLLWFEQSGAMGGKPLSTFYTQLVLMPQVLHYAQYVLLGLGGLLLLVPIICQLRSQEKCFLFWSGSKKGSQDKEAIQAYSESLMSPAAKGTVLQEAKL
# An asterisk follows results filed as active; u = inconclusive; x = no result given.
SMILES,SR-BI DiI-HDL act,MITF TRPM1 HTS,PfHsp90 yeast 2,CAL PDZ FP-1,PvdQ acylase,CAL PDZ FP-2,dFosB activator,Rtt109 Vps75,NSD2 HMT inh,SR-BI HDL uptake
CCc1nnc(NC(=O)c2ccc(S(=O)(=O)N(CCOC)CCOC)cc2)s1,19,x,3,-0.6,-13,x,-3,4,x,-19
Cc1cccc(OCC(=O)N2CCN(S(C)(=O)=O)CC2)c1,2,22,14,-1.1,-7,-3,-2,-3,3,-2
Cn1c(=O)[nH]c(=O)c2c1nc(SCC(=O)O)n2CCc1ccccc1,14,-4,-11,x,5,2,1,2,-2,-14
CC(=O)NCCn1c(SCc2cccc([N+](=O)[O-])c2)nc2ccccc2c1=O,-16,-6,0,11,-7,1,x,0,-5,16
COc1ccc(C(=O)N/N=C/c2ccc(OC)c(COc3ccccc3)c2)cc1,-44,13,-9,-2.8,7,0,-5,4,-2,44
CCNCCOC(c1ccccc1)c1ccccc1,27,12,x,-1.0,-8,-2,-9,1,41,-27
CCCn1nnnc1SCC(=O)NNC(=O)c1ccco1,18,-7,-12,-1.5,-8,3,-7,-4,-3,-18
COC(=O)[C@@H](Cc1ccccc1)NS(=O)(=O)N[C@H](Cc1ccccc1)C(=O)OC,-32,2,-4,-1.1,-14,-2,-3,-2,x,32
COc1cccc(CNC(=O)CCCn2nc(C)n3c(cc4sccc43)c2=O)c1,8,2,-5,-1.9,-9,-1,-5,-4,3,-8
O=C(Cn1cnc2ccccc21)N/N=C/c1ccco1,-2,6,-4,-3.4,6,-1,0,6,-2,2
CC1=CC2=NC(=O)CC(C)(C(=O)N(CC(=O)NC3CCCC3)Cc3ccc(Cl)cc3)N2C=C1 (stereo unspecified),13,-4,-35,-2.0,-8,1,1,4,-1,-13
Cc1cc(Cl)ccc1N1C(=O)CC(NNC(=O)c2cccnc2)C1=O (stereo unspecified),32,10,5,-1.6,3,-15,-8,x,-1,-32

# 4 compounds already listed, arranged by length of the SMILES, low to high.
SMILES,SR-BI DiI-HDL act,MITF TRPM1 HTS,PfHsp90 yeast 2,CAL PDZ FP-1,PvdQ acylase,CAL PDZ FP-2,dFosB activator,Rtt109 Vps75,NSD2 HMT inh,SR-BI HDL uptake
CCc1nnc(NC(=O)c2ccc(S(=O)(=O)N(CCOC)CCOC)cc2)s1,19,x,3,-0.6,-13,x,-3,4,x,-19
CC(=O)NCCn1c(SCc2cccc([N+](=O)[O-])c2)nc2ccccc2c1=O,-16,-6,0,11,-7,1,x,0,-5,16
COC(=O)[C@@H](Cc1ccccc1)NS(=O)(=O)N[C@H](Cc1ccccc1)C(=O)OC,-32,2,-4,-1.1,-14,-2,-3,-2,x,32
CC1=CC2=NC(=O)CC(C)(C(=O)N(CC(=O)NC3CCCC3)Cc3ccc(Cl)cc3)N2C=C1 (stereo unspecified),13,-4,-35,-2.0,-8,1,1,4,-1,-13

# (list continues)
SMILES,SR-BI DiI-HDL act,MITF TRPM1 HTS,PfHsp90 yeast 2,CAL PDZ FP-1,PvdQ acylase,CAL PDZ FP-2,dFosB activator,Rtt109 Vps75,NSD2 HMT inh,SR-BI HDL uptake
CCOc1ccccc1/C=N/n1c(C)nc2ccccc2c1=O,-21,-1,9,-0.6,1,-4,-9,-7,-3,21
C=CCSC1=N/C(=C\c2ccc3c(c2)OCO3)C(=O)S1,-1,-8,6,0.3,2,-3,-1,1,-1,1
O=C(Oc1ccc2c(-c3ccccc3)cc(=O)oc2c1)C1CCCCC1,x,-13,2,-3.2,8,8,-12,15,0,x
CCOC(=O)Cc1c(C)nc(SC)[nH]c1=O,-16,-7,-28,-1.7,-2,-2,1,-20,0,16
Cc1cc(C)n2nc(SCC(=O)N(C)C3CCCCC3)nc2n1,3,13,21,1.2,-7,x,-8,0,-1,-3
CCOC(=O)c1ccccc1N=N/C(C(C)=O)=C(/C)O,26,12,-76,-1.9,-9,-1,-1,-10,7,-26
CC(C)(C)Sc1ccccc1S(=O)(=O)C(C)(C)C,-8,14,0,-2.1,10,x,-2,-10,-3,8
O=C(COC(=O)c1n[nH]c2ccccc12)NCCc1ccccc1,-26,-17,-2,-0.1,-18,-3,-7,0,13,26
O=C(NCC1CCCO1)c1ccc(NC(=O)c2cccc(Cl)c2)cc1 (stereo unspecified),-14,x,12,-1.9,-13,4,-3,-1,3,14
COc1ccc2cc(C=O)n(C)c2c1,5,3,-4,-0.7,-15,-5,1,-7,x,-5
C=CCn1c(SCCN2C(=O)c3ccccc3C2=O)nc2scc(-c3ccc(F)cc3)c2c1=O,x,-5,1,-0.2,-5,5,-14,-1,x,x
CC(C)N(C(=O)CSc1nc(COc2ccccc2)nc2ccccc12)C(C)C,-4,1,16,-0.6,5,-1,-8,-19,0,4
CCOC(=O)N1CCN(C(=O)CSCc2ccc(C)cc2)CC1,19,-3,13,-1.1,12,-2,1,6,-1,-19
CCc1nnc(NC(=O)COC(=O)CN2C(=O)c3ccccc3C2=O)s1,-10,1,16,0.2,-10,-5,-8,-35,-1,10
CN(C(=O)COC(=O)c1ccc([N+](=O)[O-])cc1)c1ccccc1,-2,-6,-3,-0.3,-5,x,2,-3,-2,2
C/C(=N\Nc1ccc([N+](=O)[O-])cc1)c1ccco1,-40,u,8,0.0,-2,-3,-3,-10,-2,40
CCCOC(c1ccccc1)(c1ccc(C(F)(F)F)cc1)C(Oc1nc(C)cc(C)n1)C(=O)O (stereo unspecified),-4,x,-12,-0.9,-15,-4,-14,4,-3,4
CN(C(=O)COn1nnc2ccc(S(=O)(=O)N3CCOCC3)cc21)c1ccccc1,-8,-6,-1,-0.8,-15,-7,-6,5,1,8
COc1ccc(CN2CCN(S(=O)(=O)c3ccc(NC(C)=O)cc3)CC2)cc1,x,5,23,-2.5,-14,-7,-8,-9,-223,x
Cn1c(C(C(=O)NCC2CCCO2)N(C(=O)Cn2nnc3ccccc32)C2CCCCC2)nc2ccccc21 (stereo unspecified),-13,-16,22,-0.7,-12,x,-1,8,-2,13
CC(C)c1ccc(OCC(O)CN2CCCC2)cc1 (stereo unspecified),10,3,0,0.4,-10,x,-5,-5,0,-10
Cc1cccc(OCC(O)CN2CCN(S(=O)(=O)c3ccc(C)cc3C)CC2)c1 (stereo unspecified),x,0,19,-0.1,-10,2,-12,7,2,x
CN(Cc1nccn1C)C(=O)CC1C(=O)NCCN1Cc1ccccc1C(F)(F)F (stereo unspecified),8,-6,x,-0.3,-10,1,-3,5,0,-8
CCN(C(=O)CSc1cccc[n+]1[O-])C1CCCCC1,16,-6,26,-1.4,-13,12,-2,0,-2,-16
OCCCc1nc2n(n1)C(c1ccccc1)C=C(c1ccccc1)N2 (stereo unspecified),7,13,-5,-1.3,-2,x,-18,-247,x,-7
Cc1ccc(C(=O)OCC(=O)N2CCC(C)CC2)cc1S(=O)(=O)N1CCCCC1,-18,-2,-9,-2.1,-14,1,-12,-3,-1,18
CCC(C)[C@H]1CNCCN1CCCc1cc(OC)c(OC)c(OC)c1 (stereo partly specified),9,16,1,-0.4,-12,2,9,-21,x,-9
O=C(O)c1sccc1OCc1ccccc1,15,-7,13,-1.0,-9,0,0,-7,0,-15
O=C(Nc1c2c(nn1-c1ccccc1)CS(=O)C2)c1ccc(Br)o1 (stereo unspecified),17,6,-5,-1.6,-8,0,-2,7,2,-17
C/C(=N\Nc1ccc(Cl)c(Cl)c1)c1ccc(-n2ccnc2)cc1,-58,1,-22,-0.7,-1,-6,-5,-7,-1,58
CCOC(=O)N1CCN(c2c(N3CCOCC3)c(=O)c2=O)CC1,x,5,12,-0.1,0,x,3,-6,x,x
COc1ccc(CC(=O)NCCS(=O)(=O)N2CCN(c3ccccc3)CC2)cc1OC,-33,0,x,-3.2,-10,0,-5,0,10,33
Cc1ccc(C)c(OCC(=O)NC(Cc2c[nH]c3ccccc23)C(=O)O)c1 (stereo unspecified),12,-4,-26,-0.6,0,-2,-12,-2,3,-12
O=C(NCc1cccnc1)C(=O)NCC(c1ccco1)N1CCN(c2ccccc2)CC1 (stereo unspecified),-11,-6,1,-2.9,17,-4,-5,2,-1,11
CC(=O)Nc1ccc(C2=NNC(=Nc3cccc(S(=O)(=O)N(C)C)c3)SC2)cc1,13,8,x,-3.8,-25,0,-10,2,x,-13
O=C(Nc1nc2ccccc2s1)C1CCCO1 (stereo unspecified),8,x,-5,-1.0,1,1,4,-10,x,-8
CC1CCCN(CCCNC(=O)c2cn(C)c3ccc(S(=O)(=O)N(C)C4CCCCC4)cc3c2=O)C1 (stereo unspecified),-1,17,13,-1.1,-12,x,-12,4,5,1
COc1ccccc1NC(=O)Cn1c(CCC(=O)O)ccc1-c1ccc(C)cc1,-1,0,-19,-0.5,-10,2,-6,-27,2,1
O=C(NC1CCSC1=O)C1CC(=O)N(c2ccc(F)cc2)C1 (stereo unspecified),9,7,-5,-1.8,-9,-6,3,4,4,-9
COC(=O)CCCC1=CC2=CC(=O)C(C)(OC(=O)c3cccs3)C(=O)C2=CN1c1cccc(C#N)c1 (stereo unspecified),7,9,-4,0.2,-17,2,-15,6,x,-7
O=C(Nc1nccs1)c1ccc(S(=O)(=O)NCC2CCCCC2)cc1,-19,-16,x,x,-7,-1,-5,8,-15,19
COc1ccc(-n2nc(C(=O)NCC(=O)NCc3ccco3)c3ccccc3c2=O)cc1Cl,18,3,x,-1.9,-4,-2,-18,2,0,-18
CCOc1ccc(C(=O)C(C)OC(=O)Cn2[nH]c(=O)c3ccccc3c2=O)cc1 (stereo unspecified),x,3,-1,-1.0,8,x,-4,4,7,12
O=C(O)CC(c1cccc(C(F)(F)F)c1)N1CCS(=O)(=O)CC1 (stereo unspecified),6,2,-4,-1.7,-3,0,1,-3,7,-6
Cc1nn(C(C)C(=O)N2CCCC2)c(=O)c2nn(-c3ccccc3)c(C)c12 (stereo unspecified),38,0,-9,-1.6,6,3,4,8,2,-38
CCn1c(=NC(=O)c2ccc(S(=O)(=O)N3CCOCC3)cc2)sc2cccc(OC)c21,-9,0,-48,-5.3,-11,-4,-6,-18,-4,9
CCOC1CCCC(n2cnc3c(=S)nc[nH]c32)O1 (stereo unspecified),9,2,2,-0.2,3,-4,9,-9,-1,-9
CN(C)c1cccc(C(=O)N2CCC(n3nccc3NC(=O)C3CCOC3)CC2)c1 (stereo unspecified),-2,8,14,-1.2,-18,x,2,-11,0,2
COc1cc(NC(=O)c2cc(C)no2)c(OC)cc1Cl,-32,-21,-4,-0.2,19,-9,-1,5,-3,32
CCCCOc1ccc(C(=O)N2CC(C)OC(C)C2)cc1 (stereo unspecified),-8,-1,x,-1.0,9,-5,-3,-5,-2,8
CCOc1ccc(Br)cc1C1C(C(=O)OC)=C(N)Oc2cc(N(C)C)ccc21 (stereo unspecified),-7,-28,-6,-0.8,-13,-4,10,-14,17,7
